Compound activity deposited in PubChem BioAssay by The Scripps Research Institute Molecular Screening Center.
SRC1 TRFRET art – flags TR-FRET format artefacts in PPARgamma SRC-1 recruitment agonist screen. TR-FRET detection artefact counter-screen, emission ratio; active compounds read high. TR-FRET ratio at 8 µM. 0.34% of 99,000 active. AID 1051; in the data active = TR-FRET ratio above about 2300; also: inactives centre near 1800; reference of the scale not given here
SRC3 TRFRET art – flags TR-FRET format artefacts in PPARgamma SRC-3 recruitment agonist screen; TR-FRET artefact counter-screen, PPARgamma/SRC-3 format; active compounds read high; TR-FRET ratio at 8 µM; 0.39% of 99,000 active; in the data active = TR-FRET ratio above about 2000; also: inactives centre near 1600; reference of the scale not given here
* hit, by the source's call. A portion of the library, so the mix of outcomes need not match the whole.

Every second line gives: SRC1 TRFRET art	SRC3 TRFRET art
> O=C(O)CC(SCC(=O)Nc1ccc(S(=O)(=O)N2CCCC2)cc1)C(=O)O (centres undefined)
    1844	1668
> N#C/C(=C\c1ccc(OC(=O)c2ccc(Cl)s2)cc1)c1nc2ccccc2[nH]1
    1986	1664
> O=C(CN(Cc1ccco1)C(=O)CNS(=O)(=O)c1ccc(F)cc1)NCCc1ccccc1
    1702	1481
> COc1ccc(-c2nnc3n(CCc4ccccc4)c(=O)c4ccccc4n23)c(OC)c1
    1553	1405
> CCN(CC)CCNC(=O)/C(=C\c1cccn1C)NC(=O)c1cccs1
    1601	1433
> O=[N+]([O-])c1ccc2[nH]c(O)c(N=NC(=S)NCC3CCCO3)c2c1 (centres undefined)
    1664	1631
> O=C(c1cc(COc2ccc3ncccc3c2)on1)N1CCCCCC1
    1894	1369
> Cc1nn(C)c(N)c1C(O)(c1nccn1C)C(F)(F)F (centres undefined)
    1964	1642
> Cc1ccc2[nH]c(=O)cc(C(=O)OCC(=O)c3ccccc3)c2c1
    1666	1544
> COc1ccc(CCN(Cc2ccccn2)C(=S)Nc2ccccc2Cl)cc1OC
    1959	1468
> Cc1cc(N(CC(=O)NC(C)C)S(C)(=O)=O)ccc1Br
    1754	1547
> O=C(CN(C(=O)CSc1nc2ccccc2o1)c1ccccc1F)NC1CCCCC1
    1651	1701
> O=C(CNC(=O)c1ccc(Cl)cc1)Nc1ccccc1C(F)(F)F
    2078	1722
> COc1ccc(C/C(C)=N/NC(=O)c2cccnc2)cc1
    1605	1448
> COc1ccc(NC(=S)N(CCO)Cc2ccccc2)cc1
    1795	1653
> O=C(NCCCN1CCOCC1)c1ccc(S(=O)(=O)N2CCOCC2)cc1
    1778	1599
> CCc1ccc(OCC(=O)N/N=C(\C)c2ccc(-n3ccnc3)cc2)cc1
    1781	1550
> Cc1ccc(NC(=O)COC(=O)CCc2c[nH]c3ccccc23)cc1[N+](=O)[O-]
    1714	1610
> CCOc1ncccc1C(=O)NCc1ccccc1F
    1809	1424
> CCCCn1c(NC(=O)c2ccco2)c(S(=O)(=O)c2ccc(C)cc2)c2nc3ccccc3nc21
    2073	1644

3 consecutive compounds already listed, quoted:
Every second line gives: SRC1 TRFRET art	SRC3 TRFRET art
> Cc1ccc(NC(=O)COC(=O)CCc2c[nH]c3ccccc23)cc1[N+](=O)[O-]
    1714	1610
> CCOc1ncccc1C(=O)NCc1ccccc1F
    1809	1424
> CCCCn1c(NC(=O)c2ccco2)c(S(=O)(=O)c2ccc(C)cc2)c2nc3ccccc3nc21
    2073	1644

(cont.)
Every second line gives: SRC1 TRFRET art	SRC3 TRFRET art
> O=C1NN=C(c2ccc(Cl)cc2)CC1c1c[nH]c2ccccc12 (centres undefined)
    2042	1606
> COc1ccc(N(Cc2nnc3n2CCCCC3)C(=O)Nc2ccccc2)cc1
    1545	1526
> COc1ccc(NC(=O)CCC(=O)N(Cc2ccc(OC)c(OC)c2)c2nccs2)cc1
    1665	1418
> O=C1NC2(CCCCCC2)Oc2ccccc21
    1813	1418
> Cc1cccc(C(=O)Nc2ccnc(-c3ccncc3)n2)c1
    1972	1400
> COC(=O)N1CCN(CCc2ccccc2)CC1
    1880	1541
> Cc1nn(Cc2ccccc2)c(C)c1NC(=O)CSc1nc2c(c(C(F)(F)F)n1)CCc1ccccc1-2
    1963	1482
> C=CCNc1nc(Cl)nc(Nc2ccc(OCC)cc2)n1
    1792	1309
> CCOC(=O)CSc1nc(-c2ccccc2)nc2ccc(C)cc12
    1714	1269
> O=c1[nH]c(SCc2ccc(Cl)cc2)nc2c1CCC2
    1913	1709
> Nc1ccc2c(c1)C(=O)Cc1ccccc1S2
    2036	1660
> O=C(Nc1nnc(-c2ccc3c(c2)OCCO3)o1)C1CCCCC1
    1769	1618
> CC(C)(Oc1ccc(CCNC(=O)c2ccc(-c3ccc(Cl)cc3)o2)cc1)C(=O)O
    1804	1692
> CCCCN(C)CCNC(=O)CCNC(=O)Cn1ccc2ccccc2c1=O
    1746	1435
> O=C(NC1CCCCC1)c1ccc(NS(=O)(=O)c2cccc3cccnc23)cc1
    1958	1675
> CCOCCCn1c(NN)nc2ccccc2c1=O
    1658	1645
> COc1ccc(C(=O)/C=C/Nc2ccc(S(=O)(=O)Nc3ncccn3)cc2)cc1
    1660	1554
> CN(CC(=O)Nc1ccccc1Cl)C(=O)CSc1ncc(C(F)(F)F)cc1Cl
    1719	1676
> Cc1nc([N+](=O)[O-])c(C(=O)O)n1C
    1638	1632
> COc1ccc(/C=N/NC(=O)CSc2ccccc2)cc1OC
    1932	1548

Given as labelled records: entries from further up
CCOC(=O)CSc1nc(-c2ccccc2)nc2ccc(C)cc12
  SRC1 TRFRET art: 1714	SRC3 TRFRET art: 1269

O=c1[nH]c(SCc2ccc(Cl)cc2)nc2c1CCC2
  SRC1 TRFRET art: 1913	SRC3 TRFRET art: 1709

Later entries
Every second line gives: SRC1 TRFRET art	SRC3 TRFRET art
> CCN(C(=O)COC(=O)c1ccc(Cl)c(N)c1)C1CCS(=O)(=O)C1 (centres undefined)
    1812	1418
> CCn1c(CCCCc2n[nH]c(=S)n2CC)n[nH]c1=S
    1718	1675
> CC(C)C[C@H](NC(=O)C1(c2ccccc2)CCN(C(=O)[C@H]2CSCN2C(=O)OC(C)(C)C)CC1)C(=O)O
    2103	1557
> Cc1ccc(O)c(C(=O)CC(=O)c2cccc(F)c2)c1
    2020	1719
> CCc1cc(CNC(=O)CCc2nnc(Cc3cccc(C)c3)o2)on1
    1911	1599
> O=C(COc1cccc(F)c1)N1c2ccccc2Sc2ccccc21
    1801	1488
> CCO[C@@H]1OC(C(=O)N2CCN(C)CC2)=C[C@H](c2coc3ccccc3c2=O)[C@H]1CCCO
    1654	1565
> Fc1ccc(Sc2ccccc2CNC2=NCCN2)cc1
    1667	1606
> Cc1ccc(NC(=O)[C@@H]2CCCN2S(=O)(=O)c2ccccc2C(F)(F)F)cc1S(=O)(=O)N1CCOCC1
    1614	1627
> O=C(c1ccco1)N1CCCN(Cc2cn[nH]c2-c2ccc(-c3ccccc3)cc2)CC1
    1629	1510
> O=C(CSc1nnc(NC(=O)c2ccccc2Cl)s1)Nc1ccc2c(c1)oc1ccccc12
    1983	1537
> c1ccc(N2CCOCCOCCOCCOCCOCC2)cc1
    1723	1602
> COc1ccc(-n2c(C)cc(C(=O)CCl)c2C)cc1
    1636	1590
> O=C(NCCc1ccc(Cl)cc1)C1CCN(c2ncccn2)CC1
    1635	1505
> Cc1ccc(S(=O)(=O)NCCCCCC(=O)Nc2c(C)n(C)n(-c3ccccc3)c2=O)cc1
    1803	1575
> Cc1ccc(CCNC(=O)C23C[C@H]4C[C@@H](C2)CC(n2nnc(C)n2)(C4)C3)cc1
    1712	1531
> O=C(NCc1cccnc1)c1ccc(Cn2cc(C(F)(F)F)ccc2=O)cc1
    1685	1473
> Cc1nnc(NC(=O)c2ccccc2Oc2ccccc2)s1
    1446	1484
> Cc1cccc(C)c1NC(=S)Nc1ccccc1C(=O)NCc1ccco1
    1786	1459
> CCCCN(C)CCC(=O)Nc1ccc2c(c1)CCC2
    1805	1498
> COc1ccc(OC)c(C2CC(=O)OC3=C2C(=O)CC(C)(C)C3)c1 (centres undefined)
    1768	1446
> CC(C)CCNC(=S)Nc1ccccn1
    1604	1459
> C=CCNC(=O)C1CCN(c2ccc(S(=O)(=O)N3CCOCC3)cc2Cl)CC1
    1629	1352
> Cc1noc(C)c1C(=O)N1CCN(S(=O)(=O)c2ccc(F)cc2)CC1
    1815	1733
> Cc1ccc(-c2cc(C(=O)Nc3cc(C(=O)O)ccc3C)c3ccccc3n2)cc1
    1684	1584
> CCSc1nnc(NC(=O)[C@@H](NC(=O)c2ccc(C(C)(C)C)cc2)C(C)C)s1
    1606	1475
> Cc1noc(NS(=O)(=O)c2ccc(N/C=C\C(=O)c3ccc(Br)cc3)cc2)c1C
    1861	1650
> COC(=O)c1ccc2c(=O)n(CC3CCCO3)c(SCC(=O)NCCc3ccc(S(N)(=O)=O)cc3)nc2c1 (centres undefined)
    1996	1499
> Cc1ccc(-n2ncc(C(=O)Nc3cc(Cl)ccc3Cl)c2C2CCNCC2)cc1
    1707	1739
> C/C(=N\NC(=O)Nc1ccccc1)c1ccccc1
    1954	1320
> COc1ccc(NC(=O)CC2C(=O)N(Cc3ccco3)C(=S)N2C(C)C)cc1 (centres undefined)
    1588	1540
> CSCCC(=O)Nc1cc(S(=O)(=O)N2CCOCC2)ccc1N1CCN(C)CC1
    1511	1440
> CCN(C(=O)CSc1nnc(-c2ccncc2)n1-c1ccccc1)C1CCS(=O)(=O)C1 (centres undefined)
    1658	1484
> COc1ccc(C2C(C#N)=C(N)N3C(=C2C#N)Sc2ccccc23)cc1 (centres undefined)
    1655	1607
> CN1CCN(S(=O)(=O)c2cccs2)CC1
    1523	1488
> O=C(NC(=S)NC1CCCCCC1)c1cncc(Br)c1
    1480	1536
> C#CCOCCOCCOCCNc1nc(N2CCN(C(=O)[C@H](CCC(=O)O)n3cc(C(N)Cc4ccc(O)cc4)nn3)CC2)nc(N2CCN(C(=O)[C@H](CCC(=O)O)n3cc(C(N)Cc4ccc(O)cc4)nn3)CC2)n1 (some centres undefined)
    1783	1584
> COc1ccc(OC)c(NC(=O)CN2C(=O)c3ccccc3S2(=O)=O)c1
    1764	1626
> CCOC(=O)C1=C(CS(=O)(=O)c2ccc(F)c(C)c2)NC(=O)NC1c1ccc(O)c(O)c1 (centres undefined)
    2009	1374
> O=C(CCC1CCCN(Cc2ccc(O)c(Cl)c2)C1)NCc1ccccc1F (centres undefined)
    1792	1652
> CC(=O)Nc1cccc(N/C=C(\C=O)c2nc3ccccc3o2)c1
    1712	1533
> O=C(CCC1CCCC1)Nc1ccccc1-c1ccccc1
    1853	1547
> Cc1ccc(/C=N/NC(=O)Cc2cccs2)o1
    1815	1346
> CCc1ccccc1NC(=O)Nc1cccs1
    1847	1595
> COc1ccc(Cc2nc3ccccc3n2CC(=O)N/N=C/c2ccc(O)cc2)cc1OC
    1786	1500
> CCOc1cccc(C(=O)Nc2cccc(NC(=O)c3ccco3)c2)c1
    1654	1503
> CC(=O)c1cccc(NC(=O)COC(=O)CCc2ccc(S(=O)(=O)N3CCOCC3)cc2)c1
    1527	1431
> O=C(C1CCCCC1)N1CCC(CO)(Cc2ccccc2Cl)CC1
    2070	1881
> CCC(C)Sc1nnc(CNC(=O)C23CC4CC(CC(C4)C2)C3)n1C1CCCCC1 (centres undefined)
    1852	1542
> O=C(COC(=O)/C=C/C(=O)N1CCN(c2ccccc2)CC1)NCc1ccc(F)cc1
    1713	1479
> c1ccc(Cc2noc(CN3CCCN(C4Cc5ccccc5C4)CC3)n2)cc1
    1468	1479
> O=C(NCCc1cccc(Cl)c1)c1cccc([N+](=O)[O-])c1
    1634	1320
> Cc1cc(C(=O)CSc2cccc[n+]2[O-])c(C)n1-c1ccccc1
    2077	1652
> C=CCn1cc(F)c(=O)n(CC=C)c1=O
    1846	1573
> O=C(NCCO[N+](=O)[O-])c1cccnc1
    1755	1367
> Cc1ccc(NC(=O)CCC(=O)NNC(=O)NC23CC4CC(CC(C4)C2)C3)cc1C
    1678	1702
> CC(=O)/C(N=Nc1ccc2c(c1)OCCO2)=C(\C)O
    1663	1594
> COc1ccc(NC(=S)NC2CC3CCCC(C2)N3C2CC2)cc1 (centres undefined)
    1717	1728
> Cc1c(Cl)cccc1-n1nnnc1-c1cccs1
    1883	1663
> COc1ccc(/C=N/N2CCOCC2)cc1COc1ccc(F)cc1
    1750	1725

New compounds follow.
Every second line gives: SRC1 TRFRET art	SRC3 TRFRET art
> CC(=O)c1ccc(NC(=O)c2cc(Cl)sc2Cl)cc1
    1831	1418
> COc1ccccc1CN1C[C@@H]2C[C@@H](C3=Cc4cc(Cl)ccc4OC3)N3CCC[C@@]23C1=O
    1954	1366
> CCCSCC(=O)Nc1ncc2c(n1)-c1ccccc1CC2
    2098	1687
> CCOC(=O)C1=C(O)/C(=C\c2cc(C)n(-c3ccccc3F)c2C)N=C1C
    1902	1426
> COc1cccc(C2CC(=O)Nc3cc4c(cc32)OCCO4)c1OC(C)C (centres undefined)
    1684	1531
> CCC(/C=N/NC(=O)c1ccccc1F)CC
    1994	1672
> CNC(=S)N(CCc1c(C)[nH]c2ccc(C)cc12)Cc1ccc(OC)c(OC)c1
    1664	1675
> CCC(C)NCCCOc1ccc(C)cc1OC (centres undefined)
    1883	1494
> O=C(/C=C\c1ccccc1)Nc1ccc(NC(=O)c2ccco2)cc1
    1823	1301
> O=C(O)CCCN1C(=O)C(=O)/C(=C(/O)c2ccccc2)C1/C=C/c1ccccc1 (centres undefined)
    1806	1606
> COc1ccccc1NC(=O)CN1CCSc2ccccc21
    1894	1673
> CCN1c2ccccc2-c2nc3ccccc3n2C1c1cccs1 (centres undefined)
    1821	1714
> CC1CCN(CC(=O)Nc2ccccc2C(=O)c2ccccc2)CC1
    1891	1463
> COc1cc(O)c(CCC(=O)c2cc(OC)c(OC)c(OC)c2)c(OC)c1
    1605	1510
